human PMI inhibitors – human PMI inhibitors, high substrate, primary screen, biochemical, fluorescence intensity, high mannose 6-phosphate (AID 1220). one-dose inhibition, % at 20 µM; IC50 in µM for titrated hits. 0.66% of 190,000 active. recombinant PMI enzyme, coupled fluorescence intensity; higher % means a stronger effect; in the data active = inhibition above about 50%
XIAP antagonists – small molecules displacing peptide from XIAP – biochemical, IAP family, fluorescence polarization (AID 1018). XIAP BIR domain, fluorescence polarization peptide displacement; higher % means a stronger effect. displacement, % at 20 µM, or IC50 in µM where a hit was titrated. 0.007% of 200,000 active; in the data active = displacement above about 50%; note: a part of the inactive calls stands beside numbers as strong as those of hits
ER stress rescue – protection against thapsigargin-triggered cell killing – 384-well, CSM14.1, ATP luminescence, primary screen (AID 1222). CSM14.1 thapsigargin-induced death rescue, ATP luminescence; higher % means a stronger effect. 190,000 tested, under 10 active. one-dose cellular ATP content (survival), % at 20 µM; EC50 in µM for titrated hits;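 active = EC50 below 50 µM in the dose-response confirmation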;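 note: death triggered by thapsigargin at about 15 µM added after 2 h compound pretreatment; cell ATP read after overnight thapsigargin exposure of roughly 18 to 22 hours; normalized against plate controls of thapsigargin alone and 5% DMSO vehicle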
M1AAP inhibition – malaria alanyl aminopeptidase activity blockers – biochemical, fluorogenic H-Leu-NHMec substrate, 1536-well (AID 1445). recombinant M1AAP, H-Leu-NHMec fluorogenic kinetic assay; higher % means a stronger effect. 0.42% of 220,000 active. one-dose inhibition, % at 30 µM; IC50 in µM for titrated hits;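 active = primary inhibition above the hit cutoff, then over 50% inhibition at one or more dose response concentrations, cut at about 23% in these data, passing the limit was not always enough; inconclusive = conflicting primary data, or primary hits not chosen for dose response; inactive = low primary inhibition, or under 50% at every dose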;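 note: plate controls were DMSO full reaction for no effect and no enzyme background for full effect; strong numbers were not always called active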
West Nile virus CPE – West Nile virus antiviral activity, cell-based, CPE readout (AID 1621). West Nile virus-infected cells, CPE inhibition; higher % means a stronger effect. CPE inhibition, % at 10 µM; hits with a dose series show IC50 in µM. 0.02% of 290,000 active; in the data active = a potency from the dose series; inconclusive = CPE inhibition mostly from about 3.7% at the one dose, without a potency; inactive = the rest, 99 in 100 with CPE inhibition below about 2.2%; note: strong numbers were not always called active
Salmonella PhoP GFP – PhoP-dependent GFP reporter repression – Salmonella Typhimurium, primary screen (AID 1863) | S. Typhimurium PhoP-regulated promoter GFP reporter, 4 h; higher % means a stronger effect | one-dose inhibition, % at 50 µM; IC50 in µM for titrated hits | 0.16% of 300,000 active;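 active = inhibition over 29.93%, a cutoff 3 SD above the screen mean, later confirmed by dose response; inconclusive = inhibition over 29.93% but no dose response follow-up; inactive = inhibition at most 29.93% or unconfirmed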;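 note: 0% = low Mg2+ inducing control and 100% = high Mg2+ repressing control; strong numbers were not always called active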
M17LAP inhibition – P. falciparum M17LAP inhibitors, primary screen, biochemical, fluorogenic H-Leu-NHMec substrate, 1536-well (AID 1619); recombinant M17LAP, H-Leu-NHMec fluorogenic kinetic assay; higher % means a stronger effect; one-dose inhibition, % at 30 µM; IC50 in µM for titrated hits; 0.38% of 220,000 active;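 active = compound inhibiting the enzyme by more than half at any dose during confirmatory dose-response retesting; inconclusive = strong single-dose inhibitors picked by rank but not retested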;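 note: plate controls were full reaction with DMSO carrier for no effect and no enzyme background for full effect; strong numbers were not always called active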
Siah-1 displacement – Siah-1 peptide-binding antagonists, primary screen, biochemical, fluorescence polarization, rhodamine-plectin, uHTS (AID 1817). Siah-1 / rhodamine-plectin peptide fluorescence polarization; higher % means a stronger effect. displacement, % at 20 µM, or IC50 in µM where a hit was titrated. 0.02% of 290,000 active;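 active = displacement of at least 50% at 20 µM, with a fluorescence ratio check between 0.3 and a set limit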;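 note: plate controls were Siah plus tracer with DMSO for no effect and tracer alone without Siah for full effect; strong numbers were not always called active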
Yfh1-depleted yeast – mitochondrial function rescue without frataxin homolog – Friedreich's ataxia, plus single-dose screen, dose response (AID 1465). S. cerevisiae Yfh1-off respiration, WST-1 reduction, 72 h; higher fold induction means a stronger effect. one-dose fold induction at 50 µM; EC50 in µM for titrated hits. 0.074% of 220,000 active;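 active = fold induction of absorbance versus untreated yeast above a set limit, then at least 30% activation at any dose in follow-up; inconclusive = repeats straddling the limit, or above it without dose testing; inactive = fold induction below the set limit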;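 note: activators that raise dye reduction in frataxin-depleted yeast; strong numbers were not always called active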
* = called active by the depositor; i = inactive; ? = inconclusive; / = not tested or not shown.

SMILES	human PMI inhibitors	XIAP antagonists	ER stress rescue	M1AAP inhibition	West Nile virus CPE	Salmonella PhoP GFP	M17LAP inhibition	Siah-1 displacement	Yfh1-depleted yeast
CCN(CC)S(=O)(=O)c1cccc(NC(=O)COC(=O)c2ccc(Br)o2)c1	-2%	0.4%	-0.6%	8%	0.0%	-3%	-2%	2%	i
CCCCn1c(SCC(=O)Nc2nnc(C)s2)nc2c1c(=O)n(C)c(=O)n2C	14%	-5.3%	-1.2%	2%	-0.8%	0%	2%	-1%	i
Cc1cc(C)nc(N2CCN(C(=O)CCC(=O)Nc3nnc(CC(C)C)s3)CC2)n1	/	/	/	2%	0.1%	3%	11%	-2%	i
CCN(CC)C(=O)C(=O)c1cn(CC(=O)NCc2ccc3c(c2)OCO3)c2ccccc12	-6%	-1.7%	-0.7%	-1%	-0.8%	-4%	0%	3%	i
CCOC(=O)C1=C(N)N(c2cc(S(=O)(=O)N3CCOCC3)ccc2Cl)C(=O)C1	11%	-4.1%	-1.9%	1%	-0.1%	5%	1%	2%	i
CCOc1ccccc1C(=O)Nn1c(C2CCC2)nc2ccccc2c1=O	14%	-5.1%	1.2%	8%	-0.1%	15%	-8%	1%	i
O=C(NC1CCCC1)C(c1cccs1)N(C(=O)c1ccno1)c1ccccc1 (stereo unspecified)	3%	-3.7%	-2.4%	-2%	0.1%	-3%	6%	1%	i
CCC(C)NC(=O)c1ccccc1NC(=O)CN1C(=O)c2ccccc2S1(=O)=O (stereo unspecified)	-6%	-6.6%	-1.6%	0%	-0.8%	4%	-3%	0%	i
CC1CCc2cc(F)ccc2N1C(=O)c1ccncc1 (stereo unspecified)	9%	-5.0%	-0.6%	-7%	-0.6%	6%	4%	2%	i
Cc1ccc(NC(=O)Nc2cc(-c3ccccc3)nn2C)cc1Cl	/	/	/	1%	-0.1%	-13%	-2%	20%	i
O=C(N/N=C/c1ccc2c(c1)OCO2)c1ccc(NS(=O)(=O)c2cccs2)cc1	6%	-18%	-0.6%	13%	0.6%	-1%	5%	-3%	i
CCOCCn1c(CN2CCc3ccccc3C2)nc2c1c(=O)n(C)c(=O)n2C	/	/	/	8%	-0.4%	3%	-2%	4%	i
NS(=O)(=O)c1ccc(-c2ccc(/C=N/Nc3ccc(C(=O)O)cc3)o2)cc1	/	/	/	?	0.7%	-3%	47%	-10%	i
COc1ccc(OC)c2c(C)cc(NCCN3CCOCC3)nc12	45%	-8.9%	-2.9%	0%	-0.6%	10%	-6%	-1%	i
CC1CCc2c(sc3ncnc(SCC(=O)c4ccccc4)c23)C1 (stereo unspecified)	2%	-2.6%	1.1%	7%	-0.3%	1%	2%	1%	i
COc1cccc(NC(=O)COC(=O)c2ccccc2F)c1	-8%	-4.6%	-1.1%	7%	0.3%	-9%	21%	-1%	i
CCCN1CCN(c2ccc(S(N)(=O)=O)cc2[N+](=O)[O-])CC1	6%	-3.1%	0.1%	10%	0.2%	3%	6%	-4%	i
CC(NC(=O)/C=C/c1ccc(Br)cc1)c1ccccc1 (stereo unspecified)	4%	-3.3%	-0.5%	8%	-0.4%	-2%	10%	14%	i
COc1ccc(/C=N/NC(=O)CNC(=O)C2COc3ccccc3O2)cc1OC (stereo unspecified)	6%	-10%	1.5%	2%	-0.5%	-6%	28%	-3%	i
O=C(Nc1ccc(Oc2cccc3ccccc23)cc1)c1ccco1	-1%	0.6%	1.7%	12%	0.4%	0%	-5%	-4%	i
CCc1nnc(NC(=O)CSc2nnc(-c3c[nH]c4ccccc34)n2CCOC)s1	9%	-22%	1.7%	-6%	0.6%	-1%	4%	2%	i
O=C(CCCNS(=O)(=O)c1cccs1)N1CCN(c2cccc(Cl)c2)CC1	8%	-3.4%	3.5%	0%	-0.6%	15%	-9%	7%	i
Cc1ccc(S(=O)(=O)NCc2ccc3c(c2)cc(C)n3C)cc1	24%	-5.9%	-1.3%	6%	0.0%	27%	12%	6%	i
Fc1ccc(-c2ccnc3nc(-n4cccc4)nn23)cc1	10%	-13%	-2.6%	11%	-0.1%	-12%	2%	0%	i
FC(F)(F)c1cc(-c2cccs2)nc2cc(-c3cccs3)nn12	/	/	/	3%	-0.1%	-5%	-4%	0%	i
CCc1cccc(CC)c1NC(=O)COc1ccccc1C(=O)c1cc(C#N)c(=O)n(C2CCCCC2)c1	-5%	-5.0%	1.4%	10%	-1.4%	-27%	5%	2%	i
O=C1CCN(S(=O)(=O)c2ccccc2)CCN1CCOCc1ccc(Cl)cc1	/	/	/	0%	1.0%	-1%	-5%	2%	i
O=C(Nc1ccccc1)C(=O)Nc1ccccn1	-10%	-8.8%	0.0%	-9%	-0.2%	25%	9%	-2%	i
Cc1ccc(CNC(=O)CCC2CCCN(C(=O)CCC(F)(F)F)C2)o1 (stereo unspecified)	-10%	-0.7%	1.3%	10%	0.3%	-7%	18%	3%	i
C=CCn1c2[n+](c3ccccc3c1=O)CCCCC2	-44%	-2.4%	-1.5%	5%	0.2%	-2%	-3%	7%	i
O=C(Nc1ccccc1)N1CCCC(c2nc(-c3ccc(F)cc3)no2)C1 (stereo unspecified)	2%	-3.8%	-0.2%	5%	?	1%	12%	2%	i
COc1cc(NC(=O)c2cccc(F)c2)cc(OC)c1OC	6%	0.5%	-1.8%	-1%	0.2%	-7%	5%	0%	i
O=C(Nc1ccc(Cl)cn1)c1cccnc1	2%	-0.3%	-1.9%	-1%	0.1%	1%	-3%	2%	i
CCCc1ccccc1OCCNC(C)=O	13%	-2.0%	/	8%	0.1%	-10%	5%	-2%	i
C1=CCC(CN2CCNCC2)CC1 (stereo unspecified)	-17%	-3.9%	-0.1%	-11%	0.1%	6%	16%	-8%	i
O=C(NC(Cc1ccccc1)C(=O)Oc1ccc2c(C(F)(F)F)cc(=O)oc2c1)OCc1ccccc1 (stereo unspecified)	32%	0.6%	8.0%	15%	-0.3%	5%	-113%	7%	i
O=C(NCc1ccccc1)c1ccc(CS(=O)(=O)c2ccccc2)o1	-7%	-11%	-1.7%	-2%	-0.3%	9%	-6%	-3%	i
Cc1ccc(C(=O)CN(C(=O)c2ccc(Cl)c(Cl)c2)N2C(=O)C3CCCCC3C2=O)cc1C (stereo unspecified)	11%	-5.2%	0.4%	-6%	0.7%	-13%	-10%	0%	i
CNS(=O)(=O)c1ccc2nc(NC(=O)c3ccc(N4C(=O)CCC4=O)cc3)sc2c1	8%	-18%	-1.4%	5%	0.4%	-7%	2%	-3%	i
COc1ccc(CNC(=O)COC(=O)CC2CCCC2)cc1	-16%	-11%	-1.7%	7%	0.4%	-3%	8%	-6%	i
Cc1cccc(C)c1NC(=O)Cn1nnc(-c2ccc(N3CCOCC3)cc2)n1	-10%	-4.9%	0.0%	5%	0.9%	-14%	1%	1%	i
O=Cc1ccc(Oc2ccc(F)cc2)nc1	20%	-8.2%	/	3%	0.0%	-7%	-9%	3%	i
O=C(CCCn1c(=S)[nH]c2cc3c(cc2c1=O)OCO3)N1CCN(c2ncccn2)CC1	13%	-2.7%	-0.8%	13%	0.1%	-9%	11%	1%	i
C#CCOC(=O)C1C2C=CC(C2)C1C(=O)O (stereo unspecified)	4%	-7.2%	5.8%	-3%	0.4%	4%	1%	-3%	i
COc1ccc(C(=O)NC(=S)N(C)Cc2ccccc2)cc1Br	4%	-6.8%	0.3%	8%	0.4%	-11%	5%	12%	i
CCn1cc(S(=O)(=O)CC(=O)NC2CCCCC2)c2ccccc21	-8%	-6.8%	0.2%	11%	-0.2%	-17%	10%	2%	i
COc1ccc(Oc2nc3c(C)cccn3c(=O)c2/C=C(\C#N)C(N)=O)cc1	/	/	/	9%	0.0%	-13%	-41%	8%	i
COc1ccc2c(Cl)c(-c3nnc(SCC(N)=O)n3C)sc2c1	1%	-3.3%	-3.3%	5%	0.0%	-1%	-1%	1%	i
COCCNC(=S)N/N=C/c1ccc2c(c1)OCCO2	-7%	-1.4%	-0.5%	2%	0.2%	-8%	16%	6%	i
Cc1nnc2sc(SCc3ccccc3Cl)nn2c1=O	-12%	-6.2%	-1.0%	3%	0.0%	-1%	20%	-3%	i
CC(=O)N1CCc2cc(Br)cc(S(=O)(=O)CCC(=O)N3CCN(c4ccccn4)CC3)c21	-3%	-3.8%	-0.2%	13%	0.0%	-3%	-2%	2%	i
COc1cc(/C=C(\C#N)c2nc3ccccc3[nH]2)c([N+](=O)[O-])cc1OCc1ccccc1	66%*	-5.8%	-0.2%	9%	0.5%	-12%	7%	-2%	i
Cc1nc(NS(=O)(=O)c2ccccc2)sc1C(=O)N/N=C/c1ccccc1	/	/	/	50µM*	-0.1%	4%	14%	-3%	i
CCC12CSc3nc(Cl)ccc3N1C(=O)C(=O)N2C (stereo unspecified)	/	/	/	-3%	0.2%	11%	0%	12%	i
COc1ccccc1NC(=O)C(=O)N(c1cccnc1)C(C(=O)NC(C)(C)C)c1ccccc1 (stereo unspecified)	10%	-11%	-1.0%	6%	-0.3%	1%	4%	5%	i
Cc1ccc(C(=O)Nc2ccon2)cc1S(=O)(=O)N1CCCCCC1	-6%	-2.8%	-0.3%	17%	0.3%	19%	14%	-6%	i
COc1ccc(OC)c(CN2CCN(c3ccccc3OC)CC2)c1	3%	-4.3%	0.6%	-1%	/	-3%	3%	3%	/
O=c1[nH]c2cc3c(cc2cc1CN(Cc1ccc2c(c1)OCO2)Cc1nnnn1CC1CCCO1)OCO3 (stereo unspecified)	-6%	2.1%	0.4%	11%	0.0%	1%	-8%	-1%	i
CCOc1cc(N2CCOCC2)c(OCC)cc1NC(=O)CC12CC3CC(CC(C3)C1)C2	21%	-3.2%	8.1%	4%	0.2%	2%	11%	-9%	i
O=C(O)CCCn1cc(NC(=O)c2c(F)cccc2F)cn1	6%	-3.5%	-0.3%	3%	0.4%	-10%	-4%	11%	i

Some of these compounds in order of formula weight, low to high:
SMILES	human PMI inhibitors	XIAP antagonists	ER stress rescue	M1AAP inhibition	West Nile virus CPE	Salmonella PhoP GFP	M17LAP inhibition	Siah-1 displacement	Yfh1-depleted yeast
COCCNC(=S)N/N=C/c1ccc2c(c1)OCCO2	-7%	-1.4%	-0.5%	2%	0.2%	-8%	16%	6%	i
COc1ccc(Oc2nc3c(C)cccn3c(=O)c2/C=C(\C#N)C(N)=O)cc1	/	/	/	9%	0.0%	-13%	-41%	8%	i
CC(=O)N1CCc2cc(Br)cc(S(=O)(=O)CCC(=O)N3CCN(c4ccccn4)CC3)c21	-3%	-3.8%	-0.2%	13%	0.0%	-3%	-2%	2%	i
